PhoP inhibition = PhoP-dependent GFP reporter repression – Salmonella Typhimurium, primary screen (AID 1863); S. Typhimurium PhoP-regulated promoter GFP reporter, 4 h; higher % means a stronger effect; 0.16% of 300,000 active; inhibition, % at 50 µM, or IC50 in µM where a hit was titrated;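 active = inhibition over 29.93%, a cutoff 3 SD above the screen mean, later confirmed by dose response; inconclusive = inhibition over 29.93% but no dose response follow-up; inactive = inhibition at most 29.93% or unconfirmed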;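 also: 0% = low Mg2+ inducing control and 100% = high Mg2+ repressing control; strong numbers were not always called active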
TNAP activators = stimulation of alkaline phosphatase TNAP activity – biochemical, luminescent, no phosphate acceptor, uHTS, primary screen (AID 1001) | purified TNAP, luminescent activation assay, no phosphate acceptor; higher activation fold means a stronger effect | activation fold at 20 µM, or EC50 in µM where a hit was titrated | 0.03% of 200,000 active; in the data active = activation fold from about 3, or a potency from the dose series; inactive = the rest, 99 in 100 with activation fold below about 1.6; also: many of its hits are not listed in these tables
ER stress rescue = rescue of cells from ER stress-induced death, primary screen, 384-well, CSM14.1, thapsigargin, ATP luminescence (AID 1222); cellular ATP content (survival), % at 20 µM, or EC50 in µM where a hit was titrated; CSM14.1 thapsigargin-induced death rescue, ATP luminescence; higher % means a stronger effect; 190,000 tested, under 10 active;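 active = EC50 below 50 µM in the dose-response confirmation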;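 also: death triggered by thapsigargin at about 15 µM added after 2 h compound pretreatment; cell ATP read after overnight thapsigargin exposure of roughly 18 to 22 hours; normalized against plate controls of thapsigargin alone and 5% DMSO vehicle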
human PMI inhibitors = MPI inhibition at elevated mannose 6-phosphate – biochemical, fluorescence intensity, high mannose 6-phosphate, primary screen (AID 1220); recombinant PMI enzyme, coupled fluorescence intensity; higher % means a stronger effect; inhibition, % at 20 µM, or IC50 in µM where a hit was titrated; 0.66% of 190,000 active
SV40 large T antigen = TAg ATPase/helicase activity blockers – biochemical (AID 1903). SV40 large T antigen ATPase/helicase inhibition assay; higher % means a stronger effect. inhibition, % at 20 µM; hits with a dose series show IC50 in µM. 0.39% of 310,000 active; in the data active = a potency from the dose series; inconclusive = inhibition mostly from about 32% at the one dose, without a potency; inactive = the rest, 99 in 100 with inhibition below about 32%; also: strong numbers were not always called active
Ins promoter up = MIN6 insulin promoter up-regulation. MIN6 insulin promoter-GFP reporter, high-content imaging; active compounds read high. z-score at 5 µM. AID 1625. 0.3% of 190,000 active;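 active = z-score above 3 at 5 µM with at least 500 cells counted in the well; inconclusive = wells under 500 cells, flagged as cytotoxic or low count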
RSV CPE inhibition = RSV antiviral activity via CPE protection, HEp-2 cells, primary 10 µM value included (AID 2391); 0.13% of 310,000 active; one-dose CPE inhibition, % at 10 µM; IC50 in µM for titrated hits; HEp-2 cells, RSV-induced CPE inhibition; higher % means a stronger effect; in the data active = a potency from the dose series; inconclusive = CPE inhibition mostly from about 23% at the one dose, without a potency; inactive = the rest, 99 in 100 with CPE inhibition below about 21%; also: strong numbers were not always called active
West Nile virus CPE = West Nile virus antiviral activity, cell-based, CPE readout (AID 1621); 0.02% of 290,000 active; West Nile virus-infected cells, CPE inhibition; higher % means a stronger effect; CPE inhibition, % at 10 µM; hits with a dose series show IC50 in µM; in the data active = a potency from the dose series; inconclusive = CPE inhibition mostly from about 3.7% at the one dose, without a potency; inactive = the rest, 99 in 100 with CPE inhibition below about 2.2%; also: strong numbers were not always called active
PMI inhibitors = inhibitors of human PMI, primary screen, biochemical, fluorescence intensity, coupled assay (AID 1209); purified PMI enzyme, coupled fluorescence intensity; higher % means a stronger effect; inhibition, % at 20 µM; hits with a dose series show IC50 in µM; 0.42% of 190,000 active;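 also: plate controls were DMSO vehicle for no effect and wells lacking substrate for full effect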
Ins promoter up cell count = second read-out of Ins promoter up, no call of its own (marks repeat the call); cell count; measured here: cytotoxicity, nuclei count;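 total cells summed across four imaged fields per well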
The depositor's hits bear a star; ? = inconclusive; / = no result given. Rule as the data show it, unless noted: active = inhibition above about 50%; inactive = the rest. Rows are unselected; any-hit rate near 1.5%.

SMILES | PhoP inhibition | TNAP activators | ER stress rescue | human PMI inhibitors | SV40 large T antigen | Ins promoter up | Ins promoter up cell count | RSV CPE inhibition | West Nile virus CPE | PMI inhibitors
COc1ccc(/C=C(\NC(=O)c2ccco2)C(=O)Nc2ccc(C(C)=O)cc2)cc1 | -6% | / | / | / | 13% | / | / | 1.4% | 0.9% | /
COc1cc(C(c2nnnn2C2CCCC2)N2CCN(C(=O)c3ccco3)CC2)cc(OC)c1OC (stereo not given) | 11% | / | / | / | 0% | / | / | 0.6% | -0.6% | /
Cc1ccc(S(=O)(=O)CCC#N)cc1 | 0% | / | / | / | 6% | -0.01 | 1251 | 3.9% | 0.3% | /
CCN(CC)c1ccc2cc(C(N)=O)c(=N)oc2c1 | -63% | 0.9 | -1.8% | 18% | -1% | 1.9 | 1447 | 1.6% | -0.3% | 10%
N#CC1=C(N)Oc2n[nH]c(-c3cccs3)c2C1c1ccncc1 (stereo not given) | 5% | 0.8 | -0.7% | 18% | 22% | 1.1 | 898 | 0.1% | -0.5% | 10%
O=C(Nc1ccccc1)c1ccc(S(=O)(=O)N2CCOCC2)cc1 | -6% | 1 | -0.1% | 0% | 3% | 0.28 | 924 | 0.6% | -0.4% | 0%
Cc1ccsc1/C=N/NC(=O)c1ccc2c(c1)OCCO2 | 23% | / | / | / | 7% | -0.13 | 1412 | 1.7% | -0.2% | /
CC1(C)C(C=C(Cl)Cl)C1C(=O)N(Cc1ccccc1Cl)C1CCS(=O)(=O)C1 (stereo not given) | 6% | 1.1 | -3.5% | 14% | 6% | -0.85 | 1295 | 3.8% | -1.7% | 18%
Cc1cc(SCCOc2ccc(Br)cc2)nc(N)n1 | -3% | 1 | -1.2% | 13% | -5% | 1.1 | 894 | 20% | -0.9% | 25%
Cc1ccc(-c2cc(C(=O)NCCCN3CCOCC3)c3ccc(Cl)c(C)c3n2)cc1 | -4% | / | / | / | 18% | / | / | ? | 1.2% | /
CCN(CC)S(=O)(=O)c1cccc(C(=O)N2CC(O)CC2C(=O)OC)c1 (stereo not given) | -15% | 1.1 | 0.3% | 8% | 3% | 0.09 | 1395 | 0.7% | 0.4% | 3%
Cc1nc2ccccc2n1CC(O)c1ccccc1 (stereo not given) | 12% | / | / | / | -4% | / | / | 1.7% | -0.7% | /
COc1ccc(C(CCNCc2ccc(OC(C)C)cc2)c2ccccc2OC)cc1 (stereo not given) | -1% | / | / | / | 7% | / | / | -1.2% | -2.3% | /
Cc1ccc(S(=O)(=O)c2nc(-c3ccccc3)oc2SCC(=O)NCC2CCCO2)cc1 (stereo not given) | 7% | / | / | / | 7% | / | / | 2.2% | 0.5% | /
Cc1ccc(CNC(=O)C(Cc2ccccc2)n2cccc2)cc1 (stereo not given) | 0% | / | / | / | 5% | -0.38 | 1059 | 0.8% | -0.5% | /
Nc1nc(-c2ccccc2)[nH]c(=O)c1N | -4% | 0.8 | -2.8% | 7% | 3% | 1.1 | 1236 | 0.9% | -0.5% | 3%
COc1ccc(C(=O)NCCN=C2NS(=O)(=O)c3ccccc32)cc1 | 4% | / | / | / | 4% | / | / | 0.9% | -0.1% | /
COC(=O)NNC(=O)C(C)Oc1ccc(Cl)cc1Cl (stereo not given) | -1% | 1.1 | -4.0% | -7% | 6% | 0.64 | 834 | 0.7% | 0.3% | -3%
CCN(CC)S(=O)(=O)c1ccc2nc(CSc3nnnn3-c3ccc(O)cc3)[nH]c2c1 | 7% | 1.1 | 2.4% | 12% | -3% | -0.1 | 1047 | 0.8% | 1.2% | 9%
Oc1cc(OCc2ccccc2)ccc1-c1[nH]ncc1-c1ccccc1 | -2% | / | / | / | 18% | 0.34 | 1135 | 7.6% | -0.5% | /
CCOC(=O)C1=C(CSc2nc(CC)c(C)cc2C#N)OC(N)=C(C#N)C1c1ccc(OC)cc1 (stereo not given) | -7% | 1.1 | -1.8% | 52%* | 18% | / | / | 1.3% | -0.4% | 29%
Cc1ccc2c(c1)CCCN2C(=O)c1ccncc1 | -1% | 1.1 | -3.5% | -9% | -3% | -0.05 | 1283 | 0.8% | 2.8% | -15%
Fc1ccc(CN2CCN(c3ncccn3)CC2)cc1 | 24% | 1.1 | -2.2% | 4% | 2% | -0.23 | 920 | -1.6% | -0.1% | 9%
Cc1noc(C)c1C(=O)Nc1ccccc1-c1ccccc1 | 0% | 1.1 | / | 13% | 3% | 1.2 | 1143 | 0.2% | -0.2% | 15%
Cc1ccc(S(=O)(=O)CCN2C=CC(C(F)(F)F)=NCC2)cc1 | 20% | / | / | / | -3% | 0.82 | 1403 | 2.2% | 0.2% | /
The list continues.
SMILES | PhoP inhibition | TNAP activators | ER stress rescue | human PMI inhibitors | SV40 large T antigen | Ins promoter up | Ins promoter up cell count | RSV CPE inhibition | West Nile virus CPE | PMI inhibitors
CC1CCCN(c2nc3c(c(=O)[nH]c(=O)n3C)n2CCCc2ccccc2)C1 (stereo not given) | 22% | 1.1 | -3.1% | 2% | 17% | -1.6 | 1889 | -0.7% | 0.3% | 4%
CC(C)CC(=O)Nc1cc2nn(-c3ccccc3)nc2cc1Cl | -1% | 1 | -2.6% | 7% | 5% | 0.46 | 829 | 3.2% | 0.0% | 13%
O=C(CCN1CCN(C/C=C/c2ccccc2)CC1)Nc1ccccc1F | 0% | 1 | -1.6% | -18% | -4% | -0.12 | 1319 | -0.1% | -0.3% | -19%
CCn1c(SCc2cccc(OC)c2)nc2ccccc2c1=O | 4% | / | / | / | 8% | / | / | 8.7% | -0.6% | /
COCCN1C(=S)N[C@@H](c2cccc(F)c2)C(C(=O)OC)=C1C | 14% | / | / | / | 16% | / | / | -4.3% | -2.1% | /
Cc1onc(-c2ccccc2)c1C(=O)Nc1ccc(N2CCOCC2)cc1 | -10% | 1.1 | 3.8% | 5% | 5% | 1 | 866 | 0.9% | 0.1% | 8%
Cc1ccccc1NS(=O)(=O)c1ccc(OCC(=O)N2CCCC2)cc1 | 0% | 1 | -1.7% | 5% | -1% | / | / | 3.1% | 0.1% | 6%
CCc1nc(N2CCCC2)c(C#N)c2c1CCCC2 | 4% | 1 | -0.4% | 4% | -6% | / | / | 2.4% | 0.4% | 2%
COc1ccc(NC(=O)NNC(=O)C(O)(c2ccccc2)c2ccccc2)cc1 | -6% | / | / | / | 6% | / | / | 0.8% | 0.0% | /
CN(C)S(=O)(=O)Nc1ccc(C(=O)O)cc1 | 33% | 1 | -0.9% | -6% | 6% | 0.28 | 894 | 0.8% | 0.2% | 1%
CCCCCCCN1N=C(C)C(C(=O)c2ccccc2)C1=O (stereo not given) | -4% | 1.1 | -1.8% | -7% | 7% | -0.11 | 1060 | -1.4% | / | -12%
COc1ccccc1N1CCN(C(=O)CCc2nnc3ccc(N4CCOCC4)nn23)CC1 | -6% | / | / | / | 11% | / | / | 0.4% | 0.4% | /
O=[N+]([O-])c1ccc2nc(-c3ccccn3)[nH]c2c1 | 11% | / | / | / | 1% | 0.26 | 1099 | / | -0.3% | /
Cc1cccc2cc(CNCc3ccccc3)c(Cl)nc12 | -9% | 1.1 | -0.9% | 5% | 19% | -0.62 | 1575 | -0.7% | -0.2% | 10%
O=c1c(O[C@@H]2O[C@H](CO)[C@H](O)[C@H](O)[C@H]2O)c(-c2ccc(O)c(O)c2)oc2cc(O)cc(O)c12 | 2% | 0.6 | 1.7% | 46% | -3% | 0.17 | 1339 | / | / | 61%*
COc1ccccc1/C=N/NC(=O)CCn1cnc2ccccc21 | 5% | 1 | 3.1% | 2% | 15% | -0.04 | 1404 | 2.7% | -0.5% | 8%
CN(Cc1ccccc1)S(=O)(=O)c1ccc(NC(=S)NC(=O)C2CCCC2)cc1 | 2% | 1.1 | -0.7% | 6% | 11% | -0.84 | 1477 | -2.1% | 1.1% | 12%
COC(=O)c1ccc(OC)c(Cn2c(=O)n(C)c(=O)c3ccccc32)c1 | 0% | / | / | / | 11% | / | / | 1.6% | -0.7% | /
Cc1ccc(NC(=S)N(Cc2cccc(Br)c2)CC2CCC(C(=O)O)CC2)cc1Cl (stereo not given) | 2% | 1.1 | -11% | -2% | 5% | -0.43 | 1172 | 9.0% | -0.1% | 3%
CCOc1cc(C(=O)NCC(=O)N/N=C/c2sccc2C)cc(OCC)c1OCC | 5% | 1.1 | -2.1% | -3% | 5% | 1.3 | 1516 | 2.9% | -0.3% | -4%
O=C(Nc1nc(-c2cc3ccccc3oc2=O)cs1)c1ccco1 | -1% | 1.1 | -2.6% | 4% | 1% | 0.24 | 1850 | 0.4% | -0.3% | 8%
CC(=O)n1cc(/C=N/NC(=O)c2ccc(Cl)cc2)c2ccccc21 | -7% | / | / | / | 6% | / | / | 3.6% | -0.1% | /
COc1ccc(OC)c2[nH]c(C(=O)N/N=C/c3ccccc3O)cc12 | 8% | / | / | / | -4% | / | / | 11% | ? | /
O=C(c1cccc(Cl)c1)N1CCC(c2nc3ccccc3[nH]2)CC1 | -5% | 0.9 | -1.7% | -17% | 28% | 1.6 | 1129 | 2.1% | -0.5% | -20%
Fc1ccccc1-n1c(-c2ccc3ccccc3n2)n[nH]c1=S | -5% | 1 | 0.4% | 4% | 11% | -0.02 | 1484 | -1.1% | -0.1% | -2%

Only West Nile virus CPE and human PMI inhibitors, for 3 of the compounds above:
Molecule	West Nile virus CPE	human PMI inhibitors
Cc1cccc2cc(CNCc3ccccc3)c(Cl)nc12	-0.2%	5%
O=c1c(O[C@@H]2O[C@H](CO)[C@H](O)[C@H](O)[C@H]2O)c(-c2ccc(O)c(O)c2)oc2cc(O)cc(O)c12	/	46%
COc1ccccc1/C=N/NC(=O)CCn1cnc2ccccc21	-0.5%	2%

Next section:
SMILES | PhoP inhibition | TNAP activators | ER stress rescue | human PMI inhibitors | SV40 large T antigen | Ins promoter up | Ins promoter up cell count | RSV CPE inhibition | West Nile virus CPE | PMI inhibitors
O=C1/C(=C\c2ccc(O)cc2)SC(=S)N1Cc1ccccc1 | -5% | / | / | / | 8% | / | / | 14% | -0.2% | /
CC(C)(C)C(=O)n1nc(-c2ccccc2)oc1=O | -46% | 1.1 | -1.0% | 4% | 6% | 0.1 | 1319 | 1.6% | -0.2% | 3%
NC(=O)[C@@H]1CCCCNc2c(F)cc([N+](=O)[O-])cc2C(=O)N[C@@H](CCCN=C(N)N)C(=O)NCC(=O)N1 | 2% | 1 | -5.3% | 6% | 7% | 0.6 | 1239 | 0.4% | -0.6% | 2%
COCCNC(=O)c1cnn2c1NC(c1ccco1)CC2C(F)(F)F (stereo not given) | -4% | 1.1 | 0.1% | 12% | 3% | / | / | -0.7% | 0.3% | 6%
O=C(NCCN1CCCc2ccccc21)C1CCC(=O)N(CCc2ccccc2)C1 (stereo not given) | -2% | / | / | / | 22% | / | / | 1.1% | -0.6% | /
COc1ccc(N2CC(=O)N(c3ccc(OC)c(OC)c3)CC2=O)cc1OC | -5% | 1 | 1.9% | -5% | 2% | -0.33 | 1057 | 1.3% | 0.1% | -2%

High-throughput results as filed in PubChem BioAssay.
